miR122 inh: inhibitors of miR-122 in Huh7 cells. activation (reporter increase), % at 12.5 µM. AID 602342. Huh7 miR-122 Renilla luciferase sensor, 48 h; neutral wells = 0, positive control = 100. hit rate 0.3% among 340,000;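 active = mean replicate activation score at least 90 and every replicate individually at or above 90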;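 also: higher luciferase means less miR-122 activity so hits act as miR-122 inhibitors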
FN deposit inh: fibronectin deposition inhibition | AH1F fibroblasts, Alexa488-fibronectin deposition fluorescence, overnight | inhibition, % at 12.6 µM | hit rate 0.086% among 350,000 | AID 743247;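 active = mean inhibition across replicates of 30% or more, regardless of how many single replicates reach that level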;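 also: positive control wells lacked labelled fibronectin entirely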
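Test system: AH1F fibroblast monolayer depositing Alexa488-labelled fibronectin into matrix. Input: 10000 cells per well. Technique: fluorescence, ex 485 nm, em 525 nm. Buffer or medium: DMEM plus 2% serum, read in PBS. Timing: 1 h cell adhesion before compound, then overnight fibronectin incubation. Compound: single dose, pinned. Read-out basis: inhibition from reduced deposited-fibronectin fluorescence.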
Cneo AK release: causes C. neoformans cell lysis; lysis activity, % at 15 µM; adenylate kinase release luminescence, 4 h; normalised: neutral wells 0, clomiphene wells 100; hit rate 0.2% among 360,000;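 active = mean lysis activity across replicates of at least 80%, whatever share of replicates individually reach that level; inactive = mean lysis activity below 80%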
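Schedule: static 4 h at 37 °C with compound, 1 h detection; system: C. neoformans cells; benchmarks: Clomiphene as positive control; buffer or medium: fresh YPD medium; measure: luminescence rise reflecting yeast cell lysis; measured by: luminescent adenylate kinase detection reagent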
LGR2 inh: Drosophila LGR2 receptor signaling inhibition | HEK293 LGR2, CRE-luciferase, bursicon-stimulated, 4 h | inhibition, % at 9.99 µM | hit rate 0.35% among 380,000 | AID 720647;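 active = drop in luminescence signal, shown as inhibition above about 50% in the replicate tests, limit read from the data, passing the limit was not always enough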;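 also: agonist challenge used bursicon conditioned medium at about half maximal strength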
PGC1a acetyl inh: modulators of PGC1a acetylation; U2OS PGC1a acetylation, AlphaScreen anti-acetyl-lysine; with virally co-expressed GCN5 acetyltransferase; inhibition, % at 15.6 µM; AID 651687; hit rate 0.17% among 350,000;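 active = every replicate shows inhibition of at least 40%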;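 also: 0% = neutral control wells and 100% = positive control wells; some results beyond the cut were filed as inactive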
CASP6 VEID inh: inhibitors of human caspase-6 | P55212 | inhibition, % at 12.5 µM | purified caspase-6, Z-VEID-R110 cleavage fluorescence | AID 686996 | hit rate 0.53% among 350,000;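 active = mean inhibition across replicates at least about 35%, with every replicate also reaching that limit, limit read from the data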;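 also: 0% = median of neutral control wells and 100% = no fluorescence left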
Target sequence (P55212 24-179 limits assumed): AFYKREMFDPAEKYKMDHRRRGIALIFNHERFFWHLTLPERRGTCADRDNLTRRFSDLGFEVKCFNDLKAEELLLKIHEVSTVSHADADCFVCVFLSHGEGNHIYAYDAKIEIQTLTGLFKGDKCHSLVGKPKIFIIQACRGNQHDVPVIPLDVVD
Target sequence (P55212 194-293 limits assumed): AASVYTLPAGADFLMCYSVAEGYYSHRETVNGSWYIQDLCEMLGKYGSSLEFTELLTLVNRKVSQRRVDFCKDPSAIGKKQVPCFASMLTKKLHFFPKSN
PAX8 reporter: lowers PAX8-driven luciferase in RMG-I cells. RMG-I TPO-luciferase reporter, SteadyGlo, 24 h. inhibition, % at 12.6 µM. hit rate 1.2% among 360,000. AID 652154;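 active = mean replicate inhibition at least 60% with every replicate also reaching 60%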;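 also: luciferase light reporting Pax8 driven TPO promoter activity; plate controls were median of neutral control wells for no effect and mitoxantrone controls for full effect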
EWS-Fli inh: inhibitors of EWS/Fli oncoprotein transcriptional activity | inhibition, % at 12.6 µM | AID 651661 | hit rate 0.67% among 350,000 | A673 NR0B1-luciferase reporter, viability-normalised;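 active = mean inhibition of at least 50% after viability correction, with every replicate also passing that limit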;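 also: firefly luciferase signal divided by Alamar Blue viability fluorescence both relative to DMSO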
* marks the source's active call; other numbers are inactive results; x = not tested or not shown; [ ] = another dose, or the depositor's remark. Random draw from the library. Share with any hit: about 2.5%.

mol	miR122 inh	PGC1a acetyl inh	FN deposit inh	Cneo AK release	LGR2 inh	PAX8 reporter	EWS-Fli inh	CASP6 VEID inh
Cc1cccc(C)c1NC(=O)CNC(=O)c1ccc(N2CCCC2)c([N+](=O)[O-])c1	-6	3	1	-3	-12	9	-4	5
O=S(=O)(c1cccs1)N1CCC2(CC1)OCCO2	-2	x	-8	3	2	17	x	-3
COC(=O)CC(N)c1ccc(Br)cc1 (configuration not stated)	-5	-12	x	0	1	17	-5	-1
COc1ccccc1Nc1ccc(C(=O)O)cc1[N+](=O)[O-]	1	8	-3	x	-4	10	11	x
CC(C)[C@@H]1COCc2cn(nn2)CC[C@@H](Cc2ccccc2)C(=O)N1	x	x	-10	2	6	6	-6	4
Cc1cc(C)cc(OCC(=O)N(C)CC(=O)Nc2ccc(Cl)c(C(F)(F)F)c2)c1	x	-5	-12	-1	18	10	3	1
COc1ccc2[nH]c(=O)c(C(c3nnnn3C3CCCCC3)N3CCN(C)CC3)cc2c1 (configuration not stated)	1	x	-6	-1	x	-13	x	x
Cc1c(C(=O)N2CCN(c3ccccc3F)CC2)oc2c1C(=O)CC(C)(C)C2	-3	-9	8	-1	-1	-1	-4	-1
CC(=O)c1cccc(OCCCOc2cccc3cccnc23)c1	0	-8	8	6	-12	-16	-31	1
C[C@@H]1CN([C@H](C)CO)C(=O)c2cc(NC(=O)CCCN(C)C)ccc2O[C@@H](C)CCCCO[C@@H]1CN(C)S(=O)(=O)c1ccc(F)cc1	6[16.7 µM]	-1	4	-14	-14	-6	5	1
O=C(COC(=O)c1cccc(O)c1)Nc1ccc(N2CCOCC2)cc1	0	3	-2	2	23	-5	-1	-1
O=C(CC(F)(F)F)N1C[C@H]2[C@@H](c3ccccc31)[C@@H](CO)N2C(=O)c1cccnc1	-16[16.7 µM]	1	x	-1	-1	5	2	1
O=C(Nc1cccc(F)c1)N1C[C@H]2[C@@H](c3ccccc31)[C@@H](CO)N2C(=O)C1CCOCC1	27[16.7 µM]	6	x	-4	10	-36	-9	4
C[C@@H]1CN([C@H](C)CO)C(=O)c2cc(C3=CCCC3)cnc2O[C@@H]1CN(C)C(=O)C1CCOCC1	-5[16.7 µM]	6	x	3	-5	-13	0	-2
C[C@@H]1CN([C@@H](C)CO)S(=O)(=O)c2ccc(-c3ccncc3)cc2O[C@@H]1CN(C)Cc1ccccc1	2[16.7 µM]	9	x	-5	7	x	3	-7
Cc1cccc(N=C2NC(=O)S/C2=C\c2ccco2)c1	x	x	7	x	0	15	3	15
C[C@@H](O)C#Cc1cnc2c(c1)C(=O)N([C@@H](C)CO)C[C@H](C)[C@H](CN(C)C(=O)c1ccncc1)O2	5[16.7 µM]	7	x	1	0	x	0	1
COc1ccc2c3c(n(C)c2c1)[C@H](CO)N(C(=O)C1CCCC1)CC31CCN(CC2CCCC2)CC1	x	x	x	x	-3	-13	6	2
CN1CCN(NC(=O)c2ccc(Br)s2)CC1	6	16	2	42	5	-9	-5	3
OC[C@@H]1[C@H](c2ccccc2)C2(CN(Cc3nccs3)C2)N1CC1CCOCC1	x	3	-4	x	-32	-2	3	-3
CC(=O)c1sc(NC(=O)c2cc(=O)c3ccccc3o2)nc1C	-3	x	7	-4	-6	-100	-45	0
COc1ccc(C(CNC(=O)CCNS(=O)(=O)c2ccccc2C(F)(F)F)N2CCOCC2)cc1 (configuration not stated)	-8	-4	0	0	-1	2	4	-3
CC(=O)N1[C@@H]2Cn3c(cccc3=O)[C@H]1[C@@H](C(=O)N1CCc3ccccc3C1)[C@@H]2CO	-2[16.7 µM]	x	x	3	-21	-11	-8	3
Cc1cccc(N2O[C@H]3C=CC2CCCC3)n1	3	10	6	2	-24	-41	-48	1
CCN1CCN(C(=O)N(c2ccccc2)c2ccccc2)CC1	x	-10	-1	-1	-7	-9	-13	1
Clc1ccc(-c2nnc(-c3cccc4ccccc34)o2)cc1Cl	0	9	4	0	-46	-2	-51	8
CCCNC(=O)N1C[C@H](C)[C@@H](OC)CN(C)C(=O)c2ccc(NC(=O)CCC)cc2OC[C@H]1C	x	-2	3	-4	-15	-1	2	1
CN(C)c1ccc2c(c1)[C@H]1C[C@H](CC(=O)NCc3cc(F)ccc3F)O[C@@H](CO)[C@H]1O2	3[16.7 µM]	-12	-12	-3	13	-14	-2	0
COc1ccc(-n2c(C)cc(/C=C3\SC(=S)NC3=O)c2C)cc1	x	x	x	x	-11	-26	-44	1
Cn1nc(-c2ccc(N3CCOCC3)c(NS(=O)(=O)c3ccccc3)c2)c2ccccc2c1=O	-6	4	x	2	37	x	9	2

Reformatted with each value named: part of the list above.
mol: CCCNC(=O)N1C[C@H](C)[C@@H](OC)CN(C)C(=O)c2ccc(NC(=O)CCC)cc2OC[C@H]1C
  miR122 inh = x
  PGC1a acetyl inh = -2
  FN deposit inh = 3
  Cneo AK release = -4
  LGR2 inh = -15
  PAX8 reporter = -1
  EWS-Fli inh = 2
  CASP6 VEID inh = 1

mol: CN(C)c1ccc2c(c1)[C@H]1C[C@H](CC(=O)NCc3cc(F)ccc3F)O[C@@H](CO)[C@H]1O2
  miR122 inh = 3[16.7 µM]
  PGC1a acetyl inh = -12
  FN deposit inh = -12
  Cneo AK release = -3
  LGR2 inh = 13
  PAX8 reporter = -14
  EWS-Fli inh = -2
  CASP6 VEID inh = 0

(more compounds)
mol	miR122 inh	PGC1a acetyl inh	FN deposit inh	Cneo AK release	LGR2 inh	PAX8 reporter	EWS-Fli inh	CASP6 VEID inh
O=S(=O)(Cc1nnnn1-c1ccccc1)c1ccc(Cl)cc1	-9	x	0	-2	14	10	-11	0
C[C@@H]1CN([C@@H](C)CO)C(=O)c2cccc(NS(=O)(=O)c3ccccc3)c2O[C@@H]1CN(C)C(=O)Nc1ccc(F)cc1	4[16.7 µM]	7	x	0	-29	-1	-6	0
CS(=O)(=O)N1CCC(C(=O)NCCc2ccccc2)CC1	-7	5	x	-2	-4	x	x	0
Cc1cc(C)n2ncc(C(=O)Nc3ccc(Cl)c(Cl)c3)c2n1	-5	5	1	x	-2	-7	-3	-1
O=C(CN1C(=O)C2CC=CCC2C1=O)NCc1cccs1 (configuration not stated)	x	-5	x	x	-2	-11	-10	-2
O=C(O)CCc1n[nH]c(=S)[nH]c1=O	-1	-8	-4	1	4	11	1	-1
N#CCN(CC#N)C(=O)C1c2ccccc2Oc2ccccc21	x	x	-4	2	7	1	-6	-2
Cc1ccc(S(=O)(=O)NCc2ccncc2)cc1C	33	x	0	x	10	16	23	-2
Cc1c(C(=O)N2CCC3(CC2)CC(=O)c2ccccc2O3)cccc1[N+](=O)[O-]	x	-2	-14	4	2	1	4	-2
CCOc1ccc(S(=O)(=O)N2CCCC(C(=O)NC3CC3)C2)cc1Cl (configuration not stated)	-4	3	-3	2	-6	-21	1	-3
Cc1noc(C)c1NC(=O)Nc1ccc2c(c1)CC(=O)N([C@@H](C)CO)C[C@H](C)[C@H](CN(C)Cc1ccc(C(=O)O)cc1)O2	8[16.7 µM]	3	-11	-2	1	x	-11	-2
Cc1cc(=O)n(Cc2ccccc2)c2c(C)cccc12	9	x	3	-4	-13	47	5	1
COc1ccc(Cc2nc3ccc(C(=O)N(C)CCCN4CCOCC4)cc3o2)cc1	7	2	2	-2	13	10	x	-3
Nc1nnc(SCC(=O)Nc2cccc(S(N)(=O)=O)c2)s1	x	16	5	-1	32	18	-2	-1
O=C(Nc1cccc(S(=O)(=O)Nc2ccc(Cl)cc2)c1)c1ccc2c(c1)OCCO2	x	x	-4	x	0	16	-7	-2
Clc1ccc(-c2nc3ccc(Br)cn3c2Cc2ccccc2)cc1	1	x	-5	-7	-67	-82	-69	-3
O=C(CS(=O)(=O)c1cn(CC(=O)N2CCOCC2)c2ccccc12)Nc1ccccc1	x	x	1	x	3	18	2	1
C[C@H]1CN([C@@H](C)CO)C(=O)c2cc(NC(=O)c3ccncc3)ccc2O[C@@H]1CN(C)C(=O)Nc1ccccc1	-1[16.7 µM]	4	x	-5	-7	-17	x	0
COc1cc(Br)cc(C(c2c(C)n(C)n(-c3ccccc3)c2=O)c2c(C)n(C)n(-c3ccccc3)c2=O)c1O	0	4	-10	0	-5	20	5	-2
CC(C)CN(C(=O)COC(=O)/C=C/c1ccccc1)C1CCS(=O)(=O)C1 (configuration not stated)	-3	-1	-2	0	-22	2	3	39*
CCOn1c(=O)c(-c2cc(OC)ccc2OC)[n+]([O-])c2ccccc21	2	15	3	-5	8	15	18	1
Cc1ccc([C@H]2C[C@H](O)[C@@H](n3cc(COC(=O)c4ccccc4)nn3)CN2Cc2cccs2)cc1	7	7	2	2	-4	5	-4	-3
COC(=O)C[C@H]1CC[C@H]2[C@@H](COc3ccc(NC(=O)Cc4cccs4)cc3C(=O)N2C)O1	x	x	-24	-4	21	6	1	-2
COc1ccc(S(=O)(=O)Nc2ccc3c(c2)C(=O)N([C@H](C)CO)C[C@H](C)[C@@H](CN(C)Cc2ccc(C(=O)Nc4ccccc4N)cc2)O3)cc1	x	0	x	x	12	-2	-9	-1
Cc1cc(C(=O)COC(=O)C2=NNC(=O)CC2)c(C)n1CCc1ccccc1	-10	x	0	-2	-13	14	-6	9
COc1ccc(NC(=O)N(C)C[C@H]2OCCCC[C@@H](C)Oc3ccc(NC(=O)CCCN(C)C)cc3C(=O)N([C@@H](C)CO)C[C@H]2C)cc1	10[16.7 µM]	-6	x	-1	11	-8	-8	3
Cc1cccc2c1NC(=O)C2=O	-2	x	-2	0	13	-17	12	28
O=C(CSc1nc2ccccc2c(=O)n1NC(=O)Cc1ccccc1)NCCc1ccccc1	0	12	0	-2	x	x	x	x
N#Cc1ccc[n+](CC(=O)c2ccc(Cl)cc2)c1	9	24	2	2	-3	24	12	4
CCc1ccc(S(=O)(=O)N2c3ccc(C)cc3C3CN(C)CCC32)cc1 (configuration not stated)	-12	-24	1	1	2	2	3	-6
COc1cc(C(=O)c2ccccc2)c([N+](=O)[O-])cc1OC	-3	-16	-7	-1	4	-6	5	0
O=C(N/N=C/c1ccc[nH]1)c1ccc2c(c1)OCO2	x	-4	2	x	-24	-49	2	3
CCOC(=O)C1CCCN(S(=O)(=O)c2cccc3cccnc23)C1 (configuration not stated)	3	-5	2	0	x	-5	x	x
CCC(C(=O)N1CCN(c2ccccc2OC)CC1)c1ccccc1 (configuration not stated)	16	0	-2	1	17	34	-2	-1
